Screens: PubChem, several laboratories
GSK3A inh: inhibitors of human GSK-3 alpha kinase | ADP-Glo luminescence, 60 min | inhibition, % at 10 µM | actives 0.1% (n = 320,000) | AID 2650;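 in the data active = inhibition above about 50%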;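 note: GST-tagged GSK-3 alpha with peptide substrate and 25 µM ATP; 0% = DMSO neutral wells and 100% = GW8510 positive control wells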
Target sequence (P49840 whole entry, looked up): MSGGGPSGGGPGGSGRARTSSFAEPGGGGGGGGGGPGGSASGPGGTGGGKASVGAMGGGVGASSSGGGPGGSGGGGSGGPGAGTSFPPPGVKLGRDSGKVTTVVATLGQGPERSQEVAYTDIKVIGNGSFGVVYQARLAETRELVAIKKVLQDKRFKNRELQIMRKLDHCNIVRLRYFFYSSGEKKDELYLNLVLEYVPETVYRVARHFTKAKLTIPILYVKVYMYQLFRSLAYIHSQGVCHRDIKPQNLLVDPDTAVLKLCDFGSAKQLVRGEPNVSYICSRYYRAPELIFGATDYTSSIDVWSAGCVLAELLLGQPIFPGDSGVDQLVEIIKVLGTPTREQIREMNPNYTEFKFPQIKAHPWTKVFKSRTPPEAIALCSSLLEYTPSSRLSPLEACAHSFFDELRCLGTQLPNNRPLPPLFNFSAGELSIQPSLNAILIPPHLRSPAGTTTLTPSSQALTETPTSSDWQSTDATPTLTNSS
Platelet DG rel: platelet dense granule release activity; human platelet-rich plasma, SFLLRN dense granule ATP release, luminescence; inhibition, %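 (compounds screened at 7.5 µM in platelet-rich plasma)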; actives 0.22% (n = 300,000); AID 1663;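 active = mean replicate score, as percent of positive control, at or above 50; inconclusive = mean below 50 but at least one replicate at or above 50; inactive = mean and every replicate below 50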
HSF1 activator: increases HSF-1 driven luciferase reporter signal. NIH3T3-HGL HSF-1 luciferase reporter, MG132, 8 h; 100% = twice DMSO control signal. activation, % at 9 µM. actives 1.7% (n = 300,000);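 active = mean replicate activation of at least 50% with a set share of replicates each reaching 50%; inconclusive = only one of those two conditions met; inactive = mean below 50% and too few replicates reaching it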;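 note: 0% = median of the neutral control wells and 100% = twice that signal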
GSK3beta inhib: human GSK3beta kinase inhibition; actives 0.038% (n = 300,000); activity score (negative = inhibition), % at 10 µM; P49841; GST-GSK3beta kinase, ADP-Glo luminescence, 60 min; stronger effect = lower value;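 active = more than half of replicate wells score below -50%, meaning over 50% inhibition versus plate controls; inconclusive = some replicates but at most half score below -50%; inactive = no replicate scores below -50%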;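 note: 0% = median DMSO wells and -100% = median GW8510 positive control wells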
Target sequence (P49841 whole entry, looked up): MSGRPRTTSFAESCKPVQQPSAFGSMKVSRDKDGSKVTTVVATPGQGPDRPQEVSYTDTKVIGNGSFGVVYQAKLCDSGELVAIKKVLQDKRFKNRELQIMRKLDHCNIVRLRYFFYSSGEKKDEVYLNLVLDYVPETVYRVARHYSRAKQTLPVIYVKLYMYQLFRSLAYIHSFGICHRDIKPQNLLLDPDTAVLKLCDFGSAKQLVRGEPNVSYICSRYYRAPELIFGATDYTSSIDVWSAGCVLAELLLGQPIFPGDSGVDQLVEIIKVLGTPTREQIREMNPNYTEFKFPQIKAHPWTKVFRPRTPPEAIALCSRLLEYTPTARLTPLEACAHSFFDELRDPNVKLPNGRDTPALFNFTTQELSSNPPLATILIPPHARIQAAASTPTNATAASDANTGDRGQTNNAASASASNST
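Assay system: GST-tagged human GSK3beta kinase, cell-free; Input: 1.6 ng GSK3beta; Medium: Tris/MgCl2 kinase buffer; Timing: 60 min enzyme reaction, room temperature; Signal: ADP-Glo luminescence quantifying ADP generated by kinase; Evaluation: score relative to plate controls; Benchmarks: DMSO neutral wells and GW8510 at 20 µM as positive.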
Dyrk1A ADPGlo: blocks rat Dyrk1A kinase activity. Q63470. ADP-Glo luminescence, NFATc1 peptide. inhibition, % at 12.5 µM. actives 0.43% (n = 310,000). AID 504441; in the data active = inhibition above about 50%;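 note: plate controls were vehicle with enzyme for no effect and no enzyme for full effect; many of its hits are not listed in these tables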
AI-2 QS modul: Vibrio harveyi AI-2 quorum sensing modulation. actives 0.4% (n = 300,000). AID 2094. Vibrio harveyi JMH597 AI-2 luminescence/OD600 ratio, 9 h; stronger effect = lower value; strain lacks LuxN and CqsS sensors; 0 = neutral-control median. activity change, % at 7.5 µM; in the data active = activity change below about -75%, passing the limit was not always enough; inconclusive = no clear call, values can overlap the other calls;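 note: luminescence divided by OD600 gain over 9 h not by final OD600 alone; inactives centre near 13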
HSF1 inhib: HSF1 inhibition. NIH3T3-HGL HSE-luciferase, MG132-induced, luminescence 8 h; stronger effect = lower value. activity change, negative = inhibition, % at 7.5 µM (by protocol). AID 2098. actives 0.77% (n = 300,000);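 active = more than half of replicate wells show activity change below -50%, luminescence cut by over half; inconclusive = some wells, but at most half, below -50%; inactive = no replicate well below -50%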;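 note: luciferase reports HSF-1 transcriptional activity via heat shock element; 0% = median of DMSO wells and -100% = zero luminescence signal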
HDAC3 inh: inhibitors of human histone deacetylase 3; O15379; recombinant HDAC3, fluorogenic peptide/trypsin coupled, fluorescence; inhibition, % at 8.3 µM; actives 0.15% (n = 320,000); AID 2718; in the data active = inhibition above about 26%, passing the limit was not always enough; inconclusive = no clear call, values can overlap the other calls
PolyA inh: inhibitors of polyadenylation in S. cerevisiae | S. cerevisiae SKY197-pL101 polyadenylation reporter, beta-gal luminescence; efflux-impaired pdr1/pdr3 knockout yeast; score 100 = 6 SD above DMSO | calls only at 12 µM | actives 0.02% (n = 300,000) | AID 1875;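 active = lowest replicate activity score at least 50, where 100 means six control SD above control mean; inconclusive = lowest score under 50 but half or more replicates reach 50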;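 note: yeast exposed to compound for 9 h at 30 °C; higher score means more reporter readthrough which indicates perturbed polyadenylation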
HSP90 inh: HSP90 refolding inhibition in rabbit reticulocyte lysate; luciferase refolding luminescence, 3 h; inhibition, % at 5.6 µM; actives 0.91% (n = 290,000);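 active = inhibition above the screen-wide mean plus 3 SD, computed separately per campaign, cut at about 16% in these data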;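 note: 0% = DMSO wells and 100% = 60 µM geldanamycin wells; inhibitors lower the luminescence because luciferase stays unfolded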
Numbers without * were called inactive; i = inactive; ? = inconclusive; . = no result given; & = joins results of further samples. Only part of the results is shown, so the mix of outcomes need not match the whole.

GSK3A inh	Platelet DG rel	HSF1 activator	GSK3beta inhib	Dyrk1A ADPGlo	AI-2 QS modul	HSF1 inhib	HDAC3 inh	PolyA inh	HSP90 inh	canonical_smiles
0	1	-15	0	3	20	-9	3	i	0	COc1cccc(OC)c1C(=O)NC(=S)Nc1cccc(NC(=O)c2ccco2)c1
-2	-2	0	-3	4	18	-1	84*	i	1	CC(C)[C@H](NC(=O)[C@H](CCCN=C(N)N)NC(=O)NC(Cc1ccccc1)C(=O)O)C(=O)NC(C=O)CCCN=C(N)N (stereo partly drawn)
-3	0	4	2	-7	-7	0	1	i	-1	COc1ccc(CCNC(=O)CCN2C(=O)[C@@H]3Cc4ccccc4CN3C2=O)cc1
-2	2	25	2	-1	-92*	13	-6	i	0	CN(C)S(=O)(=O)c1ccc(NC(=O)CN2CCc3ccccc32)cc1
0	6	-26	9	0	16	-11	0	i	-1	COc1ccc2cc(C3(C)NC(=O)N(CC(=O)NCC(F)(F)F)C3=O)ccc2c1 (stereo not drawn)
3	-45	-10	0	.	16	-9	2	i	-1	O=C(CN1C(=O)C2C3C=CC(C3)C2C1=O)OCC(=O)c1ccccc1 (stereo not drawn)
.	1	-32	-3	0	14	-23	6	i	-4	Cc1cc(C)cc(NC(=O)Cn2cnc3c(nnn3Cc3ccc(F)cc3)c2=O)c1
-5	1	-3	1	-7	22	-3	1	i	-1	CCOC(=O)c1cnc(SC)nc1Oc1cccc(NC(=O)c2cccc(Cl)c2Cl)c1
-4	0	12	2	9	11	2	7	i	3	CCN(CC)S(=O)(=O)c1cccc(NC(=O)COC(=O)c2cc(C)oc2C)c1
1	-10	-35	2	1	15	-22	9	i	0	COc1ccc(S(=O)(=O)NCCC(=O)NCc2ccc(F)cc2)cc1
-3	-1	11	1	-3	-2	-2	-4	i	-2	CCOC(=O)NC(Nc1cc(C)on1)(C(F)(F)F)C(F)(F)F
4	9	3	4	2	28	-5	3	i	2	COc1ccccc1NC(=O)N1CCc2[nH]c3ccc(F)cc3c2C1
1	-2	7	-3	5	12	-2	?	i	-4	CN(CC(=O)NCc1ccc(Cl)cc1)S(=O)(=O)c1cccc2nsnc12
-3	-13	-12	1	19	15	-13	-17	i	.	CC(C#N)(NC(=O)COC(=O)c1ccccc1NCCO)C1CC1 (stereo not drawn)
-1	-2	4	4	.	13	-1	-3	i	.	CCN1CCN(c2ccc(S(=O)(=O)N3CCOCC3)cc2NC(=O)/C=C/c2ccc(OC)c(OC)c2)CC1
1	.	-10	1	.	12	-8	6	i	14	NC(=O)c1ccc(N=Nc2c(O)c3ccccc3[nH]c2=O)cc1
-1	7	-6	2	.	11	-13	2	i	0	CCOc1ccc(-c2nnc3ccc(SCC(=O)Nc4cc(C)on4)nn23)cc1
-1	0	-3	1	-6	-10	1	-7	i	-2	CCN(CC)C(=O)Cn1cc(C(=O)C(=O)N2CCN(Cc3ccc4c(c3)OCO4)CC2)c2ccccc21
-4	0	52*	-1	9	24	10	?	i	-2	CCS(=O)(=O)C(=C1NCCO1)S(=O)(=O)CC
.	.	.	2	3	28	.	1	.	-1	O=C(NCCc1ccc(F)cc1)Nc1ccccc1Cl
-1&-6	-2	2	4	-7	28	0	?	i	-1	CC(C)c1ccc2c(c1)c(SC(C)(C)C)c(CC(C)(C)C(=O)O)n2Cc1ccc(Cl)cc1
0	0	-17	-1	11	6	-9	-1	i	1	O=C1c2ccccc2C(=O)N1CC(O)CN1CCOCC1 (stereo not drawn)
0	-2	3	1	5	2	-9	1	i	2	CC(=O)c1cccc(Nc2nc(-c3cccc([N+](=O)[O-])c3)cs2)c1
-2	-3	14	8	2	13	5	3	i	2	FC(F)(F)c1nc(NCC2CCCO2)c2nnn(Cc3ccccc3Cl)c2n1 (stereo not drawn)
-7	2	-14	0	6	13	-4	4	i	-4	Cc1ccc(S(=O)(=O)N/N=C/c2ccc(OCC(=O)NC(C)C)cc2)cc1
.	10	-6	0	-4	49	-4	.	i	.	CS(=O)(=O)c1ccccc1-c1nnc(NC(=O)c2ccco2)o1
1	-2	-1	1	2	21	-1	2	i	0	N#Cc1ccc(OCC(O)CS(=O)(=O)c2ccc(F)cc2)cc1 (stereo not drawn)
0	4	13	4	0	8	-6	-8	i	1	NNC(=O)c1ccccc1-n1cccc1
0	0	2	3	-3	15	3	0	.	-1	O=C(NCCc1ccccc1)c1noc2c1CCCCC2
-3	15	-14	-3	3	9	-8	0	i	1	COc1ccc(OC)c(S(=O)(=O)N2CCN(CC(O)COc3ccc(C#N)cc3)CC2)c1 (stereo not drawn)
0	-3	28	4	-7	6	21	-11	i	0	COc1ccc(OC)c(NC(=O)c2cc3ccccc3o2)c1
4	36	-15	-3	4	3	-23	-9	i	.	O=C(c1ccccc1)n1c(=S)nc2ccccn21
0	6	0	-4	21	16	2	3	i	1	COc1ccc(C(=O)Nc2ccc(S(=O)(=O)Nc3cc(C)nc(C)n3)cc2)c(OC)c1
-4	3	11	-1	0	14	7	-2	i	.	CCOc1ccc(S(=O)(=O)NCCC(=O)NC2CCN(Cc3ccccc3)CC2)cc1
0	-7	-7	0	-5	7	15	-5	i	4	Cc1ccc(Cl)c(NC(=S)N(CCCN2CCOCC2)Cc2ccco2)c1
0	4	15	-1	.	22	3	11	i	.	COC(=O)c1nc(-c2ccccc2)nc(-c2ccccc2)c1C(=O)OC
2	-2	25	1	0	16	11	-2	i	-3	Cc1ccc(NC(=O)C2CCCN(S(=O)(=O)c3c(C)noc3C)C2)c(C)c1 (stereo not drawn)
0	10	.	2	2	5	.	-3	i	-2	O=C(CCNC(=O)c1ccccc1Cl)Nc1ccc(Br)c(C(F)(F)F)c1
1	.	.	1	6	8	.	-2	i	0	S=C1NCN(Cc2ccco2)CN1CCc1ccccc1
-1	0	.	-4	-2	16	.	0	i	-1	Cc1ccc(N(Cc2ccco2)C(=O)c2cccc(S(=O)(=O)N(C)C)c2)cc1
-1	0	-4	4	1	13	2	1	i	1	Cc1cc(C)c(NC(=O)NC2CCCCC2)c(C)c1
-1	-4	-8	0	-2	4	-2	2	i	4	NC(=O)c1ccccc1N1CCCCC1
16	3	-2	0	-5	30	-4	3	i	6	CCCCCCCCCCn1c2c(c(=N)c3c1CCC3)CCC2
-1	0	7	7	2	5	4	-20	i	-1	O=C(O)c1ccc2cc[nH]c2c1
-1	0	6	3	.	15	4	-5	i	-1	COCc1c(C(=O)OC)nnn1-c1ccc(C(F)(F)F)cc1[N+](=O)[O-]
-4	6	8	-2	14	6	3	-8	i	-5	FC(F)(F)c1nc2ccccc2n1CCNc1nc(CN2CCCCC2)cs1
0	-4	15	2	-1	12	-4	-3	i	3	Cc1nn2c(=O)cc(CSCC(=O)Nc3ccccc3F)nc2s1
-1	-10	-11	-2	-1	4	8	0	i	-3	COC(=O)c1cc2c(ccn2-c2ccc(F)cc2)n1Cc1cccc(OC)c1
-1	-5	7	2	-10	15	1	-7	i	1	c1ccc2c3c(cc(N4CCOCC4)c2c1)OC1(N2CCOCC2)CCCCC1O3 (stereo not drawn)
0	21	-2	1	.	4	2	-3	i	.	COC(=O)c1ccc(CN(c2ccc(OC)cc2)S(=O)(=O)c2ccccc2)cc1

(more compounds)
GSK3A inh	Platelet DG rel	HSF1 activator	GSK3beta inhib	Dyrk1A ADPGlo	AI-2 QS modul	HSF1 inhib	HDAC3 inh	PolyA inh	HSP90 inh	canonical_smiles
0	3	8	0	-3	15	-3	0	i	3	COc1ccc(NS(=O)(=O)CC23CCC(CC2=O)C3(C)C)cc1 (stereo not drawn)
1	-2	18	0	2	15	-3	1	i	-5	Cc1ccccc1Cn1nc(C)c(NC(=O)c2cc(CC(C)C)on2)c1C
-4	7	0	-2	-3	35	8	8	i	1	CCNS(=O)(=O)c1ccc(CCC(=O)Nc2cc(Cl)ccc2Oc2ccccc2)cc1
-3	3	40	3	.	17	8	-8	i	0	COc1ccc(CC2C(=O)OC(C)(C)OC2=O)c(Cl)c1OC
-4	9	-5	0	-3	24	-2	2	i	0	COc1ccc(CNS(=O)(=O)c2ccc(-c3cc(C)no3)cc2)cc1
-2	-5	42	2	-3	10	14	-5	i	-2	O=C(/C=C/c1ccco1)NCC1(c2ccccc2)CCCC1
.	4	-2	.	.	.	0	0	i	-2	COc1ccc(C(=O)CCC(C)(C)[N+](=O)[O-])cc1
0	-5	1	0	13	27	-2	8	i	-4	COc1ccc2c(C)cc(SCC(=O)N3CCOCC3)nc2c1

Of the compounds above, these have a furan ring, fused or not.
GSK3A inh	Platelet DG rel	HSF1 activator	GSK3beta inhib	Dyrk1A ADPGlo	AI-2 QS modul	HSF1 inhib	HDAC3 inh	PolyA inh	HSP90 inh	canonical_smiles
0	1	-15	0	3	20	-9	3	i	0	COc1cccc(OC)c1C(=O)NC(=S)Nc1cccc(NC(=O)c2ccco2)c1
-4	0	12	2	9	11	2	7	i	3	CCN(CC)S(=O)(=O)c1cccc(NC(=O)COC(=O)c2cc(C)oc2C)c1
.	10	-6	0	-4	49	-4	.	i	.	CS(=O)(=O)c1ccccc1-c1nnc(NC(=O)c2ccco2)o1
0	-3	28	4	-7	6	21	-11	i	0	COc1ccc(OC)c(NC(=O)c2cc3ccccc3o2)c1
0	-7	-7	0	-5	7	15	-5	i	4	Cc1ccc(Cl)c(NC(=S)N(CCCN2CCOCC2)Cc2ccco2)c1
1	.	.	1	6	8	.	-2	i	0	S=C1NCN(Cc2ccco2)CN1CCc1ccccc1
-1	0	.	-4	-2	16	.	0	i	-1	Cc1ccc(N(Cc2ccco2)C(=O)c2cccc(S(=O)(=O)N(C)C)c2)cc1
-2	-5	42	2	-3	10	14	-5	i	-2	O=C(/C=C/c1ccco1)NCC1(c2ccccc2)CCCC1
